From PubChem BioAssay
USP2a inhib: inhibitors of human ubiquitin-specific protease USP2a; O75604; actives 0.1% (n = 60,000); Potency, µM (top dose mostly 38.3 µM), for inactives: top-dose activity change, negative = inhibition, usual class: inhibitors; USP2a enzymatic assay, qHTS inhibition;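 further: potency means the concentration at half of the fitted maximal effect; nearly all actives have a fitted effect of over 60% in size; plate controls were DMSO for no effect and NEM full inhibition control for full effect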
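Coupled readout: USP2-cleaved Ub-PLA2 (20nM final) turns over NBD C6-HPC (20uM final), Ex 460nm/Em 535nm after 2.5 h, time-zero read flagging artifacts. Enzyme (20nM final, pH 8.0 Tris) given 30 min RT with compound first; NEM defines full inhibition.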
ALOX15 inhib: inhibitors of human 15-lipoxygenase (ALOX15) | P16050 | purified 15hLO-1, xylenol orange hydroperoxide absorbance | Potency, µM (highest dose often 57.1 µM), without a hit: at the highest dose activity change, negative = inhibition, hits mostly inhibitors | actives 1.4% (n = 74,000) | AID 887; further: potency means the concentration at half of the fitted maximal effect; on the % scale 0 is the no-effect control and ±100 the full control effect; nearly all actives have a fitted effect of over 55% in size
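Purified human 15hLO-1 (40 nM final) in 25 mM Hepes pH 7.5, 0.01% Triton X-100 was preincubated with compound 15 min at room temperature, then reacted 6 min with 50 uM arachidonic acid; hydroperoxide detected by Fe-XO, 573/405 nm absorbance ratio.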
HEK293 cAMP ctrl: raises cAMP in parental HEK293 cells, TSHR agonist counter-screen | parental HEK293 CNG cAMP sensor, membrane potential fluorescence | Potency, µM (highest dose often 57.1 µM), for the others: at the top dose activation, hits mostly activators | actives 2.5% (n = 73,000); further: potency means the concentration at half of the fitted maximal effect; % of control where 0% means no effect; nearly all actives have a fitted effect of over 55% in size
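Parental HEK 293 cells stably expressing a modified CNG channel (no TSHR) report cAMP rise as membrane depolarization. Membrane potential dye with 100 uM RO 20-1724 was loaded for 60 min at room temperature, then compound added for 30 min; fluorescence read at 590 nm.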
BRCT PPI green: blocks human BRCA1 BRCT binding to phosphopeptide, green readout; P38398; BRCA1 BRCT-phosphopeptide binding, green fluorescence polarization; Potency, µM (doses to about 76.9 µM), inactives show at the top dose activity change, negative = inhibition, most hits filed as inhibitors; actives 0.05% (n = 75,000);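 further: potency means the concentration at half of the fitted maximal effect; plate controls were peptide without protein for full effect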
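Compounds were incubated for 12 min at room temperature with a complex of 100 nM fluorescein-tagged pBACH1 decapeptide and 250 nM His-tagged BRCT protein. Buffer was phosphate pH 7.3 with EDTA, DTT and Tween 20. Disruption of binding lowers the polarization signal.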
Tau filament bind: binds recombinant human tau filaments. P10636. recombinant tau filaments, thioflavin S fluorescence, 15 h; filaments grown with octadecylsulfate alongside compound. Potency, µM (top dose mostly 57.1 µM), for the others: at the top dose activity change, negative = inhibition. actives 2% (n = 71,000). AID 596;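 further: potency means the concentration at half of the fitted maximal effect; on the % scale 0 is the no-effect control and ±100 the full control effect; actives lower thioflavin S fluorescence by blocking filaments or displacing dye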
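Read-out: ThS fluorescence, 450 nm excitation/510 nm emission; lower signal marks blocked filament formation or displaced dye. Tau at 1 uM with 30 uM ODS, 10 uM ThS, 5 mM DTT, 100 mM NaCl, 10 mM HEPES pH 7.4; 15 h, 37 C.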
Caspase-1 inhib: blocks human caspase-1 allosterically or competitively. P29466. Caspase-1 enzyme, Ac-WEHD-AFC fluorogenic rate. Potency, µM (highest dose often 57.5 µM), for inactives: top-dose activity change, negative = inhibition, hits mostly inhibitors. actives 0.03% (n = 75,000). AID 900;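 further: potency means the concentration at half of the fitted maximal effect; plate controls were vehicle for no effect and no substrate for full effect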
Rhodamine fluor: rhodamine region autofluorescence; Rhodamine-region fluorescence, 547/598 nm, Tris buffer; hits give high values; max dye-equivalent concentration, M; actives 0.05% (n = 59,000); AID 594; in the data active means max dye-equivalent concentration above about 11 nM; inconclusive means between about 1.1 nM and that limit
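Read-out is relative fluorescence at 547 nm excitation and 598 nm emission, expressed as dye-equivalent concentration using rhodamine standards on every plate. Each compound was profiled across a concentration series after 15 min in 100 mM Tris, pH 8.0.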
Pol III holo inh: inhibitors of bacterial DNA polymerase III holoenzyme; reconstituted DNA polymerase III holoenzyme replication, biochemical; Potency, µM (titrated, usually from 57.1 µM), inactives show top-dose activity change, negative = inhibition; actives 0.25% (n = 71,000); further: potency means the concentration at half of the fitted maximal effect; on the % scale 0 is the no-effect control and ±100 the full control effect
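Reconstituted *E. coli* holoenzyme (0.35 nM Pol III, 1 nM beta, 154 nM SSB, 2 nM primase) was preincubated with compound for 15 min at RT. Synthesis on 1.4 nM ssM13Gori ran 35 min, then was stopped with PicoGreen/EDTA and read as dsDNA fluorescence.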
HADH2 inh: inhibitors of human HADH2 dehydrogenase | Q99714 | recombinant HADH2, NADH fluorescence, beta-hydroxybutyryl-CoA | Potency, µM (titrated, usually from 57.1 µM), for the others: top-dose activity change, negative = inhibition, usual class: inhibitors | actives 3.4% (n = 73,000) | AID 886; further: potency means the concentration at half of the fitted maximal effect; on the % scale 0 is the no-effect control and ±100 the full control effect; nearly all actives have a fitted effect of over 60% in size; many of its hits are not listed in these tables
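Buffer 100 mM Tris-HCl pH 9.0/0.01% Tween-20; HADH2 20 nM; NAD+ 1 mM; beta-hydroxybutyryl-CoA 90 uM (all final). 15 min cpd preincubation, RT.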
Caspase-7 inhib: blocks human caspase-7 allosterically or competitively; P55210; recombinant caspase-7, Ac-DEVD-AFC fluorescence rate; Potency, µM (top dose mostly 57.5 µM), for inactives: at the top dose activity change, negative = inhibition, hits mostly inhibitors; actives 0.02% (n = 75,000); AID 889; active means well fitted inhibition curve with a large enough effect in the main read-out, with a control signal flat, not every such curve was filed as active; inconclusive means small, poorly fitted or top-dose-only effect, or a change in a side signal; further: potency means the concentration at half of the fitted maximal effect; % of control where 0% means no effect
BRCT PPI red: disrupts BRCA1 BRCT binding to phosphoprotein, red fluorophore readout | P38398 | BRCT-phosphopeptide binding, red fluorescence polarization | Potency, µM (highest dose often 76.9 µM), for inactives: top-dose activity change, negative = inhibition, hits mostly inhibitors | actives 0.03% (n = 75,000) | AID 892; further: on the % scale 0 is the no-effect control and ±100 the full control effect
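Fluorescence polarization: 100 nM His-tagged BRCA1 BRCT with 100 nM TAMRA-labelled phospho-BACH1 decapeptide, phosphate buffer pH 7.3 with 150 mM NaCl, DTT, 0.01% Tween 20; 12 min RT. Binding inhibition seen as FP decrease.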
An asterisk follows results filed as active; i = inactive; u = inconclusive; x = not tested or not shown; [ ] = remark or other dose. Unless noted, the call rests on the fitted dose curve; in most records, active means well fitted curve in the direction sought with a large enough effect; inconclusive means small, poorly fitted or top-dose-only effect, or another doubt; inactive means no such curve, though single readings can be large; an effect the other way counts as inactive or inconclusive.

SMILES	USP2a inhib	ALOX15 inhib	HEK293 cAMP ctrl	BRCT PPI green	Tau filament bind	Caspase-1 inhib	Rhodamine fluor	Pol III holo inh	HADH2 inh	Caspase-7 inhib	BRCT PPI red
Cc1cc(-c2ccco2)n(CC(=O)NCc2ccco2)n1	x	4%	10%	-1.2%	2%	-2%	x	-4%	-6%	-1%	-1.0%
Cc1cccn2c(=O)c3cc(C(=O)N(C)C)n(C)c3nc12	-1%	1%	-1%	-4.2%	12%	u	i	-6%	20µM*	-30%	-0.7%
COc1ccc(C(C(=O)OC(C)CN(C)C)c2ccccc2)cc1 (stereo not drawn)	10%	-6%	9%	-0.2%	-7%	1%	i	0%	u	0%	-0.6%
CCN(CC)CCN1C(=O)C(=O)/C(=C(/O)c2ccccc2)C1c1ccccc1F (stereo not drawn)	6%	9%	8%	-1.8%	6%	-4%	x	-1%	-18%	-1%	0.4%
CCCCc1ccc(CC(=O)O)cc1	-8%	0%	22%	-0.7%	6%	3%	i	-3%	u	-1%	-0.1%
COc1ccc(/C=C(\C#N)C(N)=O)c(OC)c1	x	-3%[11.4 µM]	13%[11.4 µM]	-2.8%[15.4 µM]	0%[11.4 µM]	0%[11.5 µM]	i	-3%[11.4 µM]	0%[11.4 µM]	1%[11.5 µM]	-3.4%[15.4 µM]
O=C(O)c1cc(S(=O)(=O)N2CCCCCC2)c(Cl)cc1Cl	-3%[7.66 µM]	2%[11.4 µM]	10%[11.4 µM]	-0.1%	11%[11.4 µM]	1%	x	-4%[11.4 µM]	-3%[11.4 µM]	-2%	0.2%
COc1cc(C)c(C(=O)Oc2cc(C)c(C(=O)O)c(O)c2C)c(OC)c1C	10%	-1%	x	-3.1%	x	-3%	x	x	x	2%	0.6%
Cn1ccnc1SCc1cn2ccccc2n1	3%	14%	-4%	1.0%	4%	3%	i	1%	-5%	0%	0.0%
O=C(O)c1cc(Cl)ccc1NC(=O)C1CCCO1 (stereo not drawn)	-2%	9%	11%	-0.8%	-1%	2%	i	-5%	-9%	-1%	0.9%
Cn1c(=O)cc(OCC(=O)NCc2cccnc2)c2ccccc21	0%	8%	2%	-0.7%	3%	1%	i	-6%	-2%	2%	-2.1%
Cc1ccnc(NC(=O)C2CCCN(S(=O)(=O)c3cnc[nH]3)C2)c1 (stereo not drawn)	x	1%	5%	-2.9%	-2%	-2%	x	-1%	2%	-2%	-2.1%
COc1cc(C2C(C(=O)Nc3ccc(F)cc3)=C(C)Nc3nc(CCCO)nn32)cc(OC)c1OC (stereo not drawn)	x	13%	1%	-0.7%	10%	1%	x	-5%	-1%	-6%	-0.6%
O=S(=O)(O)c1ccc2c(N=Nc3c(O)ccc4ccccc34)cccc2c1	x	-14%[11.4 µM]	-11%[11.4 µM]	-1.2%[15.4 µM]	3.2µM*	-1%[11.5 µM]	i	-11%[11.4 µM]	5%[11.4 µM]	-8%[11.5 µM]	1.1%[15.4 µM]
CCOc1ccccc1-n1c(COc2ccc(C)cc2)nnc1SCC(N)=O	1%	-19%	11%	0.1%	-3%	-3%	i	-11%	12%	x	1.2%
Cn1c(C(=O)N2CCN(Cc3ccc4c(c3)OCO4)CC2)cc2sccc21	18%	-11%	4%	-0.5%	0%	-3%	i	8%	-4%	6%	-0.4%
O=C(Nc1ccc(Cl)cc1)N(Cc1cccnc1)Cc1ccco1	-5%	-1%	14%	0.4%	11%	-3%	i	6%	-1%	-1%	0.7%
CCc1cc2cc(C)ccc2nc1SCC(=O)N1CCN(C(=O)c2ccco2)CC1	x	-18%	u	7.5%	50%	-5%	i	-5%	-10%	-6%	-2.1%
O=C1CC(Nc2ccc(N3CCOCC3)cc2)C(=O)N1c1ccccc1F (stereo not drawn)	x	20µM*	5%	-1.3%	-12%	-18%	x	-7%	u	0%	-1.2%
COc1ccc2[nH]c(=O)c(CN(CC3CCCO3)C(=O)Nc3ccccc3)cc2c1 (stereo not drawn)	21%	-15%	8%	-1.0%	-12%	0%	i	-2%	u	0%	1.8%
CC(C)(O)C#Cc1ccc(C(=O)N2CCCC2C(=O)O)s1 (stereo not drawn)	-5%	3%	-2%	-0.7%	-12%	1%	i	-5%	-9%	-2%	-2.9%
O=S(=O)(Nc1ccc2c(c1)CCC2)c1cccs1	14%	-19%	-4%	1.6%	-3%	-1%	i	1%	2%	-2%	0.9%
Cn1c(SCc2ccccc2Cl)nnc1-c1cnccn1	6%	9%	0%	0.8%	-12%	-11%	i	0%	-7%	-9%	0.7%
Cc1ccc(NC(=O)C2CC=CCC2C(=O)N2CCCCC2)cc1 (stereo not drawn)	-4%	-2%	5%	-0.8%	-1%	1%	i	-2%	9%	5%	-1.3%
CCOCCCNC(=O)Cn1cc2c(n1)CCCC2	x	6%	-5%	-3.3%	3%	-3%	x	-6%	9%	0%	0.1%
COCC(=O)Oc1c(S(=O)(=O)c2ccc(C)cc2)c(C)nn1-c1ccccc1	-5%	-25%	9%	-0.9%	-5%	0%	i	0%	-11%	0%	-1.3%
C=Cn1c(N2CCOCC2)nc2c1c(=O)[nH]c(=O)n2C	1%	3%	0%	-0.4%	1%	-2%	i	-4%	-8%	-1%	0.8%
CC(C)=CCc1c2c(c(O)c3c(=O)c(O)c(-c4ccccc4)oc13)C=CC(C)(C)O2	19%	-28%	x	-0.3%	x	1%	x	x	x	1%	1.4%
CCOc1ccc(C2/C(=C(/O)c3ccccc3)C(=O)C(=O)N2CCCN(C)C)cc1OC (stereo not drawn)	-1%	8%	-1%	2.0%	-4%	0%	i	0%	-1%	0%	1.1%
Cc1ccc(C)c(NC(=O)CNS(=O)(=O)c2ccccc2)c1	3%	1%	7%	-2.0%	5%	3%	i	-8%	-1%	0%	-2.7%
CSC1=C(C#N)C(c2ccc(C)cc2)C2=C(CCCC2=O)N1 (stereo not drawn)	5%	-8%	-7%	0.5%	4%	-5%	i	-1%	3%	-5%	0.0%
Cc1ccc2c(c1)C(O)(CC(=O)c1ccc3c(c1)OCO3)C(=O)N2 (stereo not drawn)	6%	1%	-2%	-1.1%	6%	2%	i	-2%	-7%	-1%	-0.6%
CC(C)N(C(=O)CSc1nnc(CN2CCCCCC2=O)n1-c1ccccn1)C(C)C	7%	7%	8%	-3.4%	-6%	-1%	i	-1%	4%	1%	-1.3%
CCCn1c(SCC(=O)c2cc(OC)ccc2OC)nnc1C(C)C	10%	-5%	30%	-1.1%	-5%	-1%	i	-1%	-16%	-1%	-2.5%
Cc1ccc(NC(=O)COc2nc(C)cs2)cc1	-7%	-1%	12%	-7.2%	-13%	-2%	i	0%	11%	1%	-2.7%
CCCn1c(NCc2ccco2)nc2ccccc21	5%	-5%	0%	-0.2%	-3%	-1%	i	-5%	0%	-6%	-0.1%
CCOc1ccc(C(=O)NCCn2cc(SCC(=O)Nc3cc(C)on3)c3ccccc32)cc1	14%	-20%	-1%	0.4%	46%	-2%	i	-6%	1%	-2%	-1.5%
CCC(c1nnnn1CCc1ccccc1)N(Cc1ccco1)Cc1cc2cccc(C)c2[nH]c1=O (stereo not drawn)	234%[activator]	-14%	16µM*	2.2%	29%	-4%	i	-5%	-9%	-6%	-0.9%
CCCCn1cnc2c(SC)ncnc21	x	-5%[11.4 µM]	18%[11.4 µM]	-0.7%[15.4 µM]	0%[11.4 µM]	4%[11.5 µM]	i	-2%[11.4 µM]	5%[11.4 µM]	1%[11.5 µM]	0.2%[15.4 µM]
O=C(O)c1cc(CN2CCOCC2)oc1-c1ccccc1	-9%	-19%	2%	-1.8%	2%	1%	i	-1%	-5%	-2%	0.1%
O=C(Nc1nnc(C2CC2)o1)c1ccc(S(=O)(=O)N2CCCc3ccccc32)cc1	x	61%[activator]	u	-0.8%	0%	0%	x	1%	-21%	0%	1.1%
O=C(CN1C(=O)c2ccccc2C1=O)Nc1ccc(N2CCOCC2)cc1	-4%	-1%	-2%	-1.1%	-24%	2%	i	1%	-9%	6%	-0.7%
C=CCSc1nc(N)c(C#N)c(-c2ccc(C)cc2)c1C#N	3%	-16%	-2%	-3.4%	40%	-8%	i	3%	-7%	-6%	0.0%

These rows are one share of the data; rates above refer to the full screens.
